C8 TRAIL sens – sensitizes caspase-8 expressing cells to TRAIL | inhibition (viability loss, TRAIL sensitization), % at 10 µM | NB7+C8 cells + TRAIL, ATPlite viability luminescence | hit rate 1% among 360,000 | AID 624354;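 active = compounds causing at least 50% loss of cell viability in the single-dose screen, relative to plate controls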
NR2E3 ag-1 – activates human photoreceptor nuclear receptor NR2E3. Q9Y5X4. inhibition of corepressor binding, % at 4.78 µM. hit rate 0.12% among 320,000. GST-NR2E3/biotin-RetCOR TR-FRET, 1536-well. AID 2300;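 active = percent inhibition above the cutoff of mean plus 3 SD of all tested compounds, set per screening campaign, cut at about 20% in these data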;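 also: 0% = DMSO wells and 100% = biotin wells as full block of FRET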
Target sequence (Q9Y5X4 whole entry, looked up): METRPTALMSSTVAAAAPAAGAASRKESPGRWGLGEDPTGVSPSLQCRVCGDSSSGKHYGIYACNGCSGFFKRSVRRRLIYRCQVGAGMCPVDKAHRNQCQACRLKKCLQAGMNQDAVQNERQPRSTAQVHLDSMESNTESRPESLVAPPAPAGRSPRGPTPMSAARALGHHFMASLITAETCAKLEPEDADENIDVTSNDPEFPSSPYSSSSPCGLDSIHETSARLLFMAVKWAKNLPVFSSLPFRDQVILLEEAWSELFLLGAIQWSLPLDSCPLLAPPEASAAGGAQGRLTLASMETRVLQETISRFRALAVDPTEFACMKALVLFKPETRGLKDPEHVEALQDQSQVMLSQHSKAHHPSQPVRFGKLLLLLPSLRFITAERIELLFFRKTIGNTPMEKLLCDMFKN
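system = GST-tagged NR2E3 plus biotinylated RetCOR corepressor | input = 1.35 nM GST-NR2E3 | also added = 7 nM biotin-RetCOR | schedule = 5 h incubation at 4 °C | measured by = TR-FRET with europium anti-GST and streptavidin-D2, 340 nm excitation | read-out = percent loss of FRET ratio relative to control wells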
iPSC survival up – hiPSC single-cell survival enhancement; ATPlite luminescence; 100% = ROCK inhibitor wells, 0% = DMSO; hit rate 0.044% among 360,000; survival enhancement, % at 20 µM; in the data active = survival enhancement above about 18%;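 also: cells exposed to compounds for 16 hours before the ATP read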
Shn3 3UTR inh – Schnurri-3 reporter inhibition in Clone20 osteoblasts. Clone20 osteoblast Shn3 3'UTR firefly luciferase, 24 h. hit rate 0.52% among 360,000. inhibition, % at 12.5 µM;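 active = mean inhibition of at least 75% with every replicate also reaching 75%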;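 also: 0% = median of neutral control wells and 100% = pilot-screen positive control compound; some compounds past the cut are filed as inactive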
MITF TRPM1 inh – inhibitors of MITF-driven TRPM1 promoter in melanoma cells. SK-MEL-5 TRPM1 promoter luciferase, 24 h. inhibition, % at 12.5 µM. hit rate 0.83% among 330,000. AID 488899;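 active = mean inhibition across replicates of 60% or more, whatever share of single replicates reaches that level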; also: values of inactives mirror those of a sister screen read the other way
CF NFkB block – inhibitors of cystic fibrosis induced NF-kB | inhibition, % at 5 µM | hit rate 0.86% among 360,000 | AID 588850 | KKLEB NF-kB-GFP reporter, PAF-induced, GFP fluorescence overnight;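 active = at least 50% inhibition at 5 µM, scaled per plate between neutral and stimulator controls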;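 also: PAF is a Pseudomonas aeruginosa culture filtrate used as stimulus; plate controls were PAF-stimulated DMSO wells for no effect and unstimulated DMSO wells for full effect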
NR2E3 ag-2 – human photoreceptor-specific nuclear receptor agonism; Q9Y5X4; CHO-S Gal4-NCOR/VP16-NR2E3 two-hybrid, luciferase; inhibition of corepressor binding, % at 3.98 µM; hit rate 0.35% among 360,000; AID 602229;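 active = inhibition above the mean of all tested compounds plus 3 SD, cut at about 70% in these data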;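 also: 0% = DMSO with NR2E3 transfected cells and 100% = cells lacking NR2E3 construct; higher means lower luciferase signal from less NR2E3 corepressor binding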
KKLEB tox – CF airway cell cytotoxicity counter-screen | hit rate 0.36% among 360,000 | KKLEB CF airway cells viability, ATPlite luminescence, overnight; active compounds read low; cells stimulated with P. aeruginosa culture filtrate | activity change (cytotoxicity), % at 5 µM;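 active = corrected activity change at or below -50% at 5 µM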
HIF-2a block – inhibitors of HIF-2a; hit rate 0.72% among 360,000; inhibition, % at 18.8 µM; 786-0 RCC cells HIF-2a reporter, luciferase luminescence, overnight; AID 624352;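 active = inhibition of the luminescence signal of 40% or more relative to plate controls, in a single-dose primary screen at 18.75 µM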
EBV LMP1 NFkB – reduces LMP1-driven NF-kappaB luciferase signal. LMP1-induced NF-kappaB luciferase reporter cells, luminescence. inhibition, % at 12.5 µM. hit rate 0.69% among 350,000; in the data active = inhibition above about 41%;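 also: 0% = neutral control wells and 100% = reference inhibitor control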
Peg3 promoter – reduces Peg3 promoter-driven luciferase expression in HeLa | HeLa PEG-Prom luciferase reporter, luminescence, overnight | inhibition, % at 20 µM | hit rate 1.7% among 360,000;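 active = inhibition of at least 50% at 20 µM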
* hit, by the source's call.

What do the screens show for `COc1ccc(NC2c3ccccc3C(=O)N2c2cccnc2)cc1Cl` (stereo not given)?
C8 TRAIL sens: -2; NR2E3 ag-1: 2; iPSC survival up: 0.9; Shn3 3UTR inh: -20; CF NFkB block: -28; NR2E3 ag-2: -18; KKLEB tox: 2; HIF-2a block: -8; EBV LMP1 NFkB: -21; Peg3 promoter: 9

What do the screens show for `Cc1ccc(NC(=O)CN2CCC(C(N)=O)CC2)cc1[N+](=O)[O-]`?
C8 TRAIL sens: -9; NR2E3 ag-1: 8; iPSC survival up: -0.4; Shn3 3UTR inh: 6; MITF TRPM1 inh: -2; CF NFkB block: -8; NR2E3 ag-2: -29; KKLEB tox: -5; HIF-2a block: -26; EBV LMP1 NFkB: -8; Peg3 promoter: -18

What do the screens show for `CCOC(=O)C1=C[C@@H](c2ccccc2)N(S(=O)(=O)c2ccc(C)cc2)[C@H]1c1cccc(Cl)c1`?
C8 TRAIL sens: -2; iPSC survival up: 0.0; Shn3 3UTR inh: -26; CF NFkB block: 29; NR2E3 ag-2: 7; KKLEB tox: -2; HIF-2a block: 16; Peg3 promoter: 11

How did CN1OC[C@@H]2CN(C(=O)CCc3ccccc3)[C@H](c3ccccc3Br)C[C@@H]21 do in these assays?
C8 TRAIL sens: 18; iPSC survival up: -1.8; Shn3 3UTR inh: -6; CF NFkB block: -11; NR2E3 ag-2: -3; KKLEB tox: 4; HIF-2a block: 5; Peg3 promoter: 4

How did Cc1ccccc1NC(=O)C(C)Sc1nnc(CN2CCCC2)n1Cc1ccccc1 (stereo not given) do in these assays?
C8 TRAIL sens: 16; iPSC survival up: 0.1; Shn3 3UTR inh: -14; CF NFkB block: -9; NR2E3 ag-2: 5; KKLEB tox: 0; HIF-2a block: 10; EBV LMP1 NFkB: 4; Peg3 promoter: -9

How did O=C(NCc1ccc2c(c1)OCO2)c1nn2cccnc2c1Cl do in these assays?
C8 TRAIL sens: -30; NR2E3 ag-1: -1; iPSC survival up: -0.8; Shn3 3UTR inh: 13; MITF TRPM1 inh: 2; CF NFkB block: 3; NR2E3 ag-2: -6; KKLEB tox: 1; HIF-2a block: -18; EBV LMP1 NFkB: 5; Peg3 promoter: -9

What do the screens show for `COc1ccc(/C=N/OCC(=O)N2CC3(C)CC2CC(C)(C)C3)cc1` (stereo not given)?
C8 TRAIL sens: -6; NR2E3 ag-1: 0; iPSC survival up: -0.6; Shn3 3UTR inh: -3; MITF TRPM1 inh: -4; CF NFkB block: -1; NR2E3 ag-2: -4; KKLEB tox: 14; HIF-2a block: -4; EBV LMP1 NFkB: -6; Peg3 promoter: 22

How did NC1=NS(=O)(=O)NC1c1cccc(F)c1 (stereo not given) do in these assays?
C8 TRAIL sens: -9; NR2E3 ag-1: 1; iPSC survival up: -0.4; Shn3 3UTR inh: 75; MITF TRPM1 inh: 14; CF NFkB block: -6; NR2E3 ag-2: -7; KKLEB tox: 1; HIF-2a block: 8; EBV LMP1 NFkB: 4; Peg3 promoter: 8

What do the screens show for `CCc1ccc(/C=C2/C(=O)NC(=O)N2C(C)=O)cc1`?
C8 TRAIL sens: 40; NR2E3 ag-1: -7; iPSC survival up: -0.7; Shn3 3UTR inh: -20; MITF TRPM1 inh: -17; CF NFkB block: -2; NR2E3 ag-2: -40; KKLEB tox: 6; HIF-2a block: -164; EBV LMP1 NFkB: 3; Peg3 promoter: -83

What do the screens show for `Nc1nc2n(n1)C(c1ccccc1Cl)CC(c1ccc(F)cc1)N2` (stereo not given)?
C8 TRAIL sens: -8; NR2E3 ag-1: 2; iPSC survival up: -0.4; Shn3 3UTR inh: 5; MITF TRPM1 inh: 0; CF NFkB block: 12; NR2E3 ag-2: 18; KKLEB tox: -7; HIF-2a block: -6; EBV LMP1 NFkB: 6; Peg3 promoter: -9

Results for Cc1cc(=O)n2nc(N3CCCC(C(=O)NCc4ccco4)C3)sc2n1 (stereo not given) ?
C8 TRAIL sens: 0; NR2E3 ag-1: 0; iPSC survival up: -4.1; Shn3 3UTR inh: 5; MITF TRPM1 inh: -12; CF NFkB block: -3; NR2E3 ag-2: 2; KKLEB tox: -14; HIF-2a block: 12; EBV LMP1 NFkB: -4; Peg3 promoter: -3

How did CN(c1ccc(C(=O)NCCC2=CCCCC2)cc1)S(C)(=O)=O do in these assays?
C8 TRAIL sens: 6; NR2E3 ag-1: 2; iPSC survival up: -2.8; Shn3 3UTR inh: -64; MITF TRPM1 inh: -49; CF NFkB block: -3; NR2E3 ag-2: -88; KKLEB tox: 2; HIF-2a block: -153; EBV LMP1 NFkB: -7; Peg3 promoter: -167

What do the screens show for `CS(=O)(=O)N(Cc1ccccc1)c1ccc(C(=O)Nc2ccc3c(c2)OCO3)cc1`?
C8 TRAIL sens: 1; NR2E3 ag-1: -4; iPSC survival up: -2.7; Shn3 3UTR inh: 15; MITF TRPM1 inh: 13; CF NFkB block: 2; NR2E3 ag-2: 2; KKLEB tox: 0; HIF-2a block: 7; EBV LMP1 NFkB: 0; Peg3 promoter: 19

What do the screens show for `COc1ccccc1NS(=O)(=O)c1cc(NC(=O)c2cc(F)c(F)c(F)c2F)ccc1N1CCOCC1`?
C8 TRAIL sens: 2; iPSC survival up: -3.0; Shn3 3UTR inh: 32; MITF TRPM1 inh: 7; CF NFkB block: -4; NR2E3 ag-2: -31; KKLEB tox: -13; HIF-2a block: 34; EBV LMP1 NFkB: 7; Peg3 promoter: 33

How did COCCCNC(=O)c1ccc2c(c1)CCN2S(C)(=O)=O do in these assays?
C8 TRAIL sens: -11; NR2E3 ag-1: -3; iPSC survival up: -3.7; Shn3 3UTR inh: 0; MITF TRPM1 inh: -1; CF NFkB block: 5; NR2E3 ag-2: 23; KKLEB tox: -3; HIF-2a block: 0; EBV LMP1 NFkB: -7; Peg3 promoter: -3

Filtered by structure, the compounds so far containing fluorine (three)
How did NC1=NS(=O)(=O)NC1c1cccc(F)c1 (stereo not given) do in these assays?
C8 TRAIL sens: -9; NR2E3 ag-1: 1; iPSC survival up: -0.4; Shn3 3UTR inh: 75; MITF TRPM1 inh: 14; CF NFkB block: -6; NR2E3 ag-2: -7; KKLEB tox: 1; HIF-2a block: 8; EBV LMP1 NFkB: 4; Peg3 promoter: 8

What do the screens show for `Nc1nc2n(n1)C(c1ccccc1Cl)CC(c1ccc(F)cc1)N2` (stereo not given)?
C8 TRAIL sens: -8; NR2E3 ag-1: 2; iPSC survival up: -0.4; Shn3 3UTR inh: 5; MITF TRPM1 inh: 0; CF NFkB block: 12; NR2E3 ag-2: 18; KKLEB tox: -7; HIF-2a block: -6; EBV LMP1 NFkB: 6; Peg3 promoter: -9

What do the screens show for `COc1ccccc1NS(=O)(=O)c1cc(NC(=O)c2cc(F)c(F)c(F)c2F)ccc1N1CCOCC1`?
C8 TRAIL sens: 2; iPSC survival up: -3.0; Shn3 3UTR inh: 32; MITF TRPM1 inh: 7; CF NFkB block: -4; NR2E3 ag-2: -31; KKLEB tox: -13; HIF-2a block: 34; EBV LMP1 NFkB: 7; Peg3 promoter: 33

Other structures follow:
How did Cc1ccc(C(=O)N2CC(C)OC(C)C2)cc1S(=O)(=O)N1CCCCC1 (stereo not given) do in these assays?
C8 TRAIL sens: 2; NR2E3 ag-1: 5; iPSC survival up: -0.4; Shn3 3UTR inh: 5; MITF TRPM1 inh: -2; CF NFkB block: 14; NR2E3 ag-2: -27; KKLEB tox: -13; HIF-2a block: 4; EBV LMP1 NFkB: 1; Peg3 promoter: -6

How did CCCc1cc(C(=O)Cc2ccc(F)cc2)c(O)cc1O do in these assays?
C8 TRAIL sens: 0; NR2E3 ag-1: 1; iPSC survival up: 0.8; Shn3 3UTR inh: -2; MITF TRPM1 inh: -7; CF NFkB block: 15; NR2E3 ag-2: 1; KKLEB tox: -6; HIF-2a block: 14; EBV LMP1 NFkB: 3; Peg3 promoter: 16

How did COc1ccccc1N1CCN(CCN(C(=O)c2ccc(F)cc2)c2ccccn2)CC1 do in these assays?
C8 TRAIL sens: -4; NR2E3 ag-1: 0; iPSC survival up: -2.9; Shn3 3UTR inh: 17; MITF TRPM1 inh: 2; CF NFkB block: -1; NR2E3 ag-2: -24; KKLEB tox: 0; HIF-2a block: 1; EBV LMP1 NFkB: -3; Peg3 promoter: 1

How did Cn1c(=O)c2c(nc(Oc3ccccc3Br)n2C)n(C)c1=O do in these assays?
C8 TRAIL sens: -7; iPSC survival up: 0.0; Shn3 3UTR inh: 16; MITF TRPM1 inh: -8; CF NFkB block: 7; NR2E3 ag-2: -25; KKLEB tox: -2; HIF-2a block: 21; EBV LMP1 NFkB: -9; Peg3 promoter: -4

How did COc1ccc(-n2nc(C(=O)NCC(=O)N3CCN(c4ccccc4OC)CC3)c3ccccc3c2=O)c(OC)c1 do in these assays?
C8 TRAIL sens: 21; NR2E3 ag-1: 1; iPSC survival up: 0.0; Shn3 3UTR inh: -57; MITF TRPM1 inh: -85; CF NFkB block: 2; NR2E3 ag-2: -46; KKLEB tox: -2; HIF-2a block: -126; EBV LMP1 NFkB: -10; Peg3 promoter: -131

Results for CC(C)OC(=O)c1ccc(NC(=O)c2cccc(-n3cnnn3)c2)cc1 ?
C8 TRAIL sens: 15; NR2E3 ag-1: 3; iPSC survival up: -0.1; Shn3 3UTR inh: 8; MITF TRPM1 inh: 2; CF NFkB block: -4; NR2E3 ag-2: 4; KKLEB tox: -16; HIF-2a block: -12; EBV LMP1 NFkB: -6; Peg3 promoter: 23

What do the screens show for `COc1cccc(-n2c(C)nnc2SCC#N)c1`?
C8 TRAIL sens: -11; NR2E3 ag-1: 2; iPSC survival up: -0.2; Shn3 3UTR inh: -19; MITF TRPM1 inh: 9; CF NFkB block: 7; NR2E3 ag-2: -10; KKLEB tox: 1; HIF-2a block: 16; EBV LMP1 NFkB: 13; Peg3 promoter: 0

How did CCOc1ccc(-c2nnc(N3CCOCC3)c3ccccc23)cc1 do in these assays?
C8 TRAIL sens: 14; iPSC survival up: -0.3; Shn3 3UTR inh: 3; MITF TRPM1 inh: 7; CF NFkB block: 7; NR2E3 ag-2: -18; KKLEB tox: -8; HIF-2a block: 11; EBV LMP1 NFkB: -3; Peg3 promoter: 4

Results for CSc1cccc(NC(=O)CC(C)n2ccnc2)c1 (stereo not given) ?
C8 TRAIL sens: 9; NR2E3 ag-1: -1; iPSC survival up: -0.1; Shn3 3UTR inh: 2; MITF TRPM1 inh: 5; CF NFkB block: -8; NR2E3 ag-2: -39; KKLEB tox: 6; HIF-2a block: 10; EBV LMP1 NFkB: -1; Peg3 promoter: 3

Results for N#Cc1nc(-c2ccc([N+](=O)[O-])cc2)oc1N1CCCCC1 ?
C8 TRAIL sens: 5; NR2E3 ag-1: 0; iPSC survival up: -0.2; Shn3 3UTR inh: -15; MITF TRPM1 inh: -11; CF NFkB block: 7; NR2E3 ag-2: -9; KKLEB tox: 3; HIF-2a block: 10; EBV LMP1 NFkB: 3; Peg3 promoter: 9

This is a subset. The share of hits here may be higher or lower than overall.
